bIAP activator: increases bovine intestinal alkaline phosphatase activity | purified bovine IAP, CDP-star luminescence, 30 min; stronger effect = higher value; fold of DMSO-control signal, blank-subtracted | activation factor at 20 µM | 0.17% of 200,000 active;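 active means activation factor of 2 or more at 20 µM, a signal rise over negative controls twice the positive control's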
Redox H2O2 prof: compounds producing H2O2 with reducing agent – biochemical, NIH compound library profiling, artefact control for MLSCN library redox annotation, primary screen | 0.03% of 200,000 active | AID 878 | activation, % at 10 µM | DTT-dependent redox cycling H2O2, phenol red/HRP absorbance; 100% = 100 µM peroxide control, 0% = buffer;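 active means activation of at least 50% relative to the plate's high and low controls in the primary single-dose screen; inactive means activation below 50%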;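 further: compound incubated with DTT at 0.8 mM final as the reducing agent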
SRC2 TRFRET art: counter-screen for PPARgamma SRC-2 recruitment agonists: TR-FRET artefact; AID 1049; stronger effect = higher value; 0.4% of 200,000 active; TR-FRET ratio at 8 µM; in the data active means TR-FRET ratio above about 2000; further: inactives centre near 1500; reference of the scale not given here
PPARg SRC-1 ag: promotes SRC-1 coactivator recruitment by human PPARgamma. activation, % at 8 µM. 0.41% of 200,000 active. PPARgamma-SRC-1 coactivator recruitment biochemical assay. P37231. AID 631; in the data active means activation above about 19%;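 further: 0% = DMSO and 100% = reference agonist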
Target sequence (P37231 whole entry, looked up): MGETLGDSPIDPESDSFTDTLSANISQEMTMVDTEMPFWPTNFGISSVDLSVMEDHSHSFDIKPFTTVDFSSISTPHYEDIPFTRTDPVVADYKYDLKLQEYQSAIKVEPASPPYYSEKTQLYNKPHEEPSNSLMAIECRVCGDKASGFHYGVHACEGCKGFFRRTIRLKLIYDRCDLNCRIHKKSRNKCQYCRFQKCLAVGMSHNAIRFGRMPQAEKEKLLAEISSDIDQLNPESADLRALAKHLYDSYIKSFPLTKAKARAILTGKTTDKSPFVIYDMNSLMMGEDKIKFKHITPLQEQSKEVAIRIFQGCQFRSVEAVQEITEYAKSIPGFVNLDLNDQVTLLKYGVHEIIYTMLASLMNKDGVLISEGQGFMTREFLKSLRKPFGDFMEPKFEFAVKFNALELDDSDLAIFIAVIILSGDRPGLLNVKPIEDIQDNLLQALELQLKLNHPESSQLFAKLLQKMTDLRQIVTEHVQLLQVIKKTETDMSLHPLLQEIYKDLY
PPARg SRC-3 ag: PPARgamma-driven SRC-3 recruitment agonism | P37231 | biochemical PPARgamma/SRC-3 coactivator recruitment assay | activation, % at 8 µM | 0.26% of 200,000 active | AID 731; in the data active means activation above about 23%;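 further: 0% = DMSO and 100% = reference agonist; some compounds past the cut are filed as inactive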
L major viab: Leishmania major promastigote growth inhibition | Leishmania major promastigotes, resazurin fluorescence viability | inhibition, % at 10 µM | 9% of 200,000 active; in the data active means inhibition above about 50%;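 further: promastigotes grown with compound for 44 hours at 28 °C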
S1P3 antagonist: antagonists of human S1P3 receptor; Q99500; CHO S1P3 NFAT-BLA reporter, FRET fluorescence, antagonist mode; inhibition, % at 4.98 µM; 0.27% of 170,000 active;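 active means inhibition above the plate cutoff, the mean inhibition of test wells on that plate plus 3 SD, cut at about 28% in these data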;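 further: cells challenged with S1P at its EC80 of 0.8 µM; blue over green emission ratio from cleaved BLA substrate after 4 h stimulation; 0% = S1P-stimulated wells and 100% = unstimulated DMSO-only wells; some compounds past the cut are filed as inactive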
bIAP inh: blocks bovine intestinal alkaline phosphatase activity; purified bovine IAP, CDP-star luminescence, 30 min; inhibition, % at 20 µM; 190,000 tested, under 10 active;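 active means over 50% inhibition of intestinal alkaline phosphatase at 20 µM in the single-dose screen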
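System: Purified bovine intestinal alkaline phosphatase (IAP) enzyme | Input: IAP diluted 1/65,000,000 in the well | Also added: CDP-star chemiluminescent phosphatase substrate, 30 µM final | Dosing: 20 µM single dose | Times: Enzyme reaction for 30 min at room temperature | Detection: Luminescence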
ROMK primary: human ROMK K+ channel modulation, primary screen | Tet-inducible ROMK, thallium flux fluorescence; actives lie on both sides | B-score at 10 µM | 2% of 130,000 active | AID 1918;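 active means signal ratio slope over the read window, or its plate-corrected B-score, at least 3 SD from the plate mean, either direction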;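 further: B-score of the F/F0 ratio slope over 7 to 12 s after thallium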
Target sequence (P48048 whole entry, looked up): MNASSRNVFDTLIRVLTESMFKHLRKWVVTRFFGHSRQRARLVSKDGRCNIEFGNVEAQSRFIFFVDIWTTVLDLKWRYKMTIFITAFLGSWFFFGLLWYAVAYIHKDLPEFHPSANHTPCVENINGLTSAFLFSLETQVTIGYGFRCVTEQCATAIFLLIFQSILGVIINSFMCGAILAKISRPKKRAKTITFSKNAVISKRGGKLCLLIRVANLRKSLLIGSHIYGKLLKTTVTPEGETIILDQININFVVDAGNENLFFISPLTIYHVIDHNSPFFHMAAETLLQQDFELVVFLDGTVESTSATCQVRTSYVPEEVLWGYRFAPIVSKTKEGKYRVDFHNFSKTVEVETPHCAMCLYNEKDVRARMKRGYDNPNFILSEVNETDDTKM
PPARg SRC2 recr: promotes SRC-2 coactivator recruitment by human PPARgamma. AID 1032. P37231. 0.34% of 200,000 active. PPARgamma LBD-SRC-2 recruitment, biochemical. activation, % at 8 µM; in the data active means activation above about 22%;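 further: 0% = vehicle and 100% = reference agonist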
TLR4-MyD88 BLA: TLR4-MyD88 interaction inhibition in cells; O00206+Q99836; HeLa CL3-4 TLR4/MyD88 BLA complementation, FRET ratio; inhibition, % at 8.4 µM; 0.18% of 200,000 active; AID 861; in the data active means inhibition above about 25%;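 further: 0% = vehicle and 100% = reference inhibitor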
Starred values were filed as active, the others as inactive; nt = no result given.

SMILES	bIAP activator	Redox H2O2 prof	SRC2 TRFRET art	PPARg SRC-1 ag	PPARg SRC-3 ag	L major viab	S1P3 antagonist	bIAP inh	ROMK primary	PPARg SRC2 recr	TLR4-MyD88 BLA
Cc1ccc(-c2nnc(N3CCCCC3)c3ccccc23)cc1S(=O)(=O)N(C)C	0.9	-0.2	1659	6.8	4.1	18.6	nt	6.0	nt	2.4	6.3
Cc1c(N/C=C/C(=O)C(F)(F)F)c(=O)n(-c2ccccc2)n1C	1	0.0	1523	14.8	3.2	-3.0	-6.9	3.3	nt	-0.2	8.5
COc1ccc(CNC(=O)c2ccc(CS(=O)(=O)Cc3ccccc3F)o2)cc1	1	-0.1	1644	5.2	-3.0	10.1	-12.9	-3.4	-0.423	2.7	-1.6
COc1cc(CNc2ncn[nH]2)ccc1OCC(=O)NC(C)(C)C	1	-0.2	1592	8.1	-0.6	-6.5	4.2	-2.2	0.301	11.4	-7.7
C/C(=N\NC(N)=S)C1C2C3CC4C5CC(C42)C1C53 (stereo not drawn)	0.7	0.2	1541	-2.1	-4.3	100.2*	5.8	28.3	-1.25	1.4	7.5
CCc1sc(C(=O)Nc2cccc(C(C)=O)c2)cc1C	1.2	-0.1	1398	1.1	8.9	5.2	-19.8	-17.6	nt	2.9	-11.1
O=C(c1ccccc1NS(=O)(=O)c1ccc(Br)s1)N1CCOCC1	0.9	0.1	1479	1.4	-6.4	-7.0	9.1	5.6	nt	-4.2	-9.3
Cc1c([N+](=O)[O-])cc(C(=O)Oc2ccc(Br)cc2C(=S)N2CCCCC2)cc1[N+](=O)[O-]	0.8	0.1	1590	4.1	2.9	-6.4	nt	15.4	0.348	8.0	6.7
CC(C)[C@H](NC(N)=O)C(=O)Nc1cccc(S(=O)(=O)N2CCOCC2)c1	0.9	-1.1	1499	0.8	2.2	5.8	-3.0	7.1	nt	-2.0	1.0
Cc1cccc(N2C(=O)CC(N3CCN(c4cccc(C(F)(F)F)c4)CC3)C2=O)c1 (stereo not drawn)	1	3.3	1370	-7.5	-5.5	-6.0	24.9	1.5	nt	6.8	7.1
Cc1cc(NC(=O)CCC(=O)N(CC(=O)NC2CCCC2)c2ccc3c(c2)OCCO3)no1	1	2.1	1530	-1.5	-1.1	-10.3	-8.7	3.6	nt	-5.4	2.5
CNC(=O)COC(=O)c1ccc(-c2nc3ccccc3s2)s1	0.9	0.3	1414	-4.3	-0.8	5.8	nt	14.9	-0.451	1.6	1.4
CC(=O)N1CCN(c2ccc(NC(=O)c3ccc(Br)o3)cc2Cl)CC1	1.1	0.0	1542	0.5	3.8	9.3	-5.6	-10.5	-0.532	2.8	-18.9
CCNC(=O)CC1C(=O)N(c2ccc(F)cc2)C(=O)N1CCc1ccc(OC)cc1 (stereo not drawn)	1	1.7	1672	3.0	1.8	0.8	nt	2.8	nt	4.0	4.8
CCOC(=O)C1(CCOc2ccccc2)CCN(C(=O)c2ccc(-n3cccn3)cc2)CC1	1	-0.6	1540	8.7	2.5	17.2	-9.4	-0.7	-0.215	0.1	-18.2
COc1ccc(/C=N/Nc2nccnc2Cl)cc1	0.9	0.1	1471	-0.8	1.8	-3.6	nt	13.5	-0.251	-2.9	-0.7
O=C(Nc1cccc(Cl)c1)c1ccc(NCCCN2CCOCC2)c([N+](=O)[O-])c1	0.9	-0.6	1610	4.3	-0.9	99.2*	nt	5.4	nt	5.5	-8.4
O=[N+]([O-])c1ccc2nc(-c3ccccc3)n(OCc3ccc(Cl)cc3)c2c1	0.9	2.3	1550	2.2	0.7	19.7	nt	14.1	nt	6.8	-8.6
S=C(NCc1ccco1)NCC(c1ccco1)N1CCCCC1 (stereo not drawn)	0.9	1.1	1693	9.3	8.3	-0.8	2.4	12.3	-1.45	6.4	-10.2
CCS(=O)(=O)c1nc2ccccc2n1CC(=O)N1CCCCC1	0.2	-0.9	1650	1.5	-5.5	5.2	1.5	nt	0.324	-2.1	-10.8
COc1ccc2[nH]cc(C(=O)CN3CCN(C(=O)c4ccco4)CC3)c2c1	1	3.0	1299	-2.7	-8.4	16.4	12.3	2.5	nt	-4.4	-2.5
CCC(=O)N(Cc1cc(=O)[nH]c2ccccc12)C1CCCCC1	1	0.4	1730	9.3	8.4	-5.0	-3.7	4.3	-0.256	1.6	-10.8
Cc1ccc(N2C(=O)/C(=C/c3ccco3)SC2=S)cc1	0.9	0.3	1508	4.8	1.2	26.2	1.2	13.1	nt	4.2	2.5
COc1ccc(-n2cc(CN(C)Cc3n[nH]c(=O)[nH]3)c(-c3cccc(F)c3)n2)cc1	1.4	-0.1	1549	-0.8	5.2	2.9	0.2	-35.8	-0.109	4.5	-14.9
CC(=O)N1CCN(C(=S)NC(=O)c2c(-c3ccccc3Cl)noc2C)CC1	1.1	0.5	1470	9.6	2.2	-1.8	-0.6	-8.9	-0.0488	-1.8	1.0
SMILES	bIAP activator	Redox H2O2 prof	SRC2 TRFRET art	PPARg SRC-1 ag	PPARg SRC-3 ag	L major viab	S1P3 antagonist	bIAP inh	ROMK primary	PPARg SRC2 recr	TLR4-MyD88 BLA
COc1ccccc1N(C)S(=O)(=O)c1ccc(C(=O)OCC(=O)NCCC2=CCCCC2)cc1	1.1	-0.1	1574	5.9	-2.2	33.7	-5.2	-6.8	-0.17	-1.7	-8.5
CCC(=O)NC(=S)Nc1ccc(NC(=O)c2ccco2)c(OC)c1	1	0.3	1546	-5.5	0.2	-3.4	-0.3	-2.4	-0.105	1.9	-3.0
CCC(C)(C)n1nnnc1C(C(C)C)N(Cc1cccnc1)Cc1ccco1 (stereo not drawn)	1.1	-0.6	1610	3.3	3.9	45.0	-4.0	-7.8	-1.19	-2.9	6.4
O=C(NCc1ccco1)C1c2ccccc2Oc2ccccc21	1	0.0	1482	3.5	12.3	2.8	-14.0	-2.3	nt	8.0	9.3
O=C(Nc1cccc(-c2cn3cccnc3n2)c1)c1ccc(Br)o1	0.9	-0.7	1884	16.7	5.5	100.3*	nt	7.8	nt	10.2	4.0
Fc1ccccc1-c1nc(NCc2ccco2)c2ccccc2n1	1.1	0.0	1530	-3.0	4.6	53.4*	-4.4	-9.2	0.932	-5.3	4.7
CCCn1c(C)cc(C(=O)CSc2nc3ccccc3c(=O)n2Cc2ccco2)c1C	1	0.5	1545	-0.4	-0.1	88.6*	-6.8	2.9	0.0379	1.0	-14.8
CN(C)c1ccc(/C=N/N=C2/NC(=O)/C(=C/c3ccc([N+](=O)[O-])cc3)S2)cc1	0.6	1.6	1425	1.7	-4.6	-3.2	nt	35.6	nt	1.9	17.3
COc1ccc(C)cc1NC(=O)CCN1CC(C)OC(C)C1 (stereo not drawn)	1	0.6	1695	13.5	6.0	-1.8	-13.1	-2.7	1.06	-5.8	3.9
CN1CCN(Cc2cccc(Oc3ccccc3)c2)CC1	1.1	5.1	1625	2.0	6.2	99.6*	nt	-7.8	-0.00983	5.2	5.7
O=C(NCc1ccc2c(c1)OCO2)c1cccnc1Cl	0.9	-1.6	1684	0.2	7.5	-2.9	-13.4	11.2	0.474	-3.8	-20.2
O=C(Nc1ccc(Cl)cc1)NC1CCCCC1	1.1	-3.5	1456	3.6	6.6	-5.2	nt	-8.7	nt	3.3	-4.4
CCOC(=O)c1c(C)n(C)c2ccc(OCCN(C)C)cc12	1	-0.1	1678	1.8	1.8	7.8	nt	-1.1	-0.0089	5.7	9.2
CC1CCC(NC(=O)C2c3ccccc3C(=O)N2Cc2cccs2)CC1 (stereo not drawn)	1.2	0.0	1561	4.0	4.0	-5.5	-14.8	-18.4	nt	2.1	-0.7
Cc1cc(C)c(S(=O)(=O)N2CCOC2CNC(=O)C(=O)NCCc2c[nH]c3ccccc23)c(C)c1 (stereo not drawn)	0.9	0.3	1342	0.7	3.2	30.5	-39.4	11.4	0.416	-1.6	-2.0
CC1(C)C([N+](=O)[O-])C(c2ccc(Cl)cc2)NC(c2ccc(Cl)cc2)C1[N+](=O)[O-] (stereo not drawn)	0.8	1.1	1426	-5.9	-1.3	24.1	-11.4	24.4	nt	0.8	-7.0
COC(=O)c1ccc(CN2CCN(CC=C(C)C)C(CCO)C2)cc1 (stereo not drawn)	1	-0.2	1682	5.7	5.2	73.0*	17.1	-3.6	nt	11.2	6.8
CCc1cc(-c2n[nH]c(=S)n2C(C)c2ccccc2)cs1 (stereo not drawn)	1.3	-0.1	1661	0.8	1.9	-4.2	nt	-27.5	-0.874	7.8	-5.8
N=C1C(c2nc(-c3ccc(Br)cc3)cs2)=C(O)CN1NC(=O)c1ccc([N+](=O)[O-])cc1	1	0.2	1427	4.1	0.3	-3.6	-9.5	-0.3	-0.197	5.3	3.4
CCC(=O)NC(=S)NNC(=O)c1ccc(NC(=O)c2ccccc2)cc1	1.2	-0.2	1371	-7.1	0.1	99.3*	-10.0	-19.1	-0.165	-3.6	-4.9
COC(=O)c1cc2c(s1)-c1ccccc1CC2	0.8	-7.2	1622	-4.5	1.3	-5.8	nt	19.7	nt	1.5	2.9
CN1CCN(c2cc(C(F)(F)F)nc(-c3ccccn3)n2)CC1	1.1	-1.6	1675	-1.1	-0.9	0.5	-7.6	-13.7	0.331	1.8	-9.9
OC1C2CN3CCN(C2)CC1(Cc1ccccc1)C3 (stereo not drawn)	1.1	0.7	1464	-2.6	2.4	0.7	nt	-6.6	nt	0.3	-0.4
O=C(CCC1CCCN(C(=O)c2ccc3[nH]ccc3c2)C1)N1CCN(c2ccccn2)CC1 (stereo not drawn)	1.1	0.1	1679	6.5	1.5	-5.0	-23.2	-5.8	0.351	2.4	10.4
COc1ccc(C(=O)N/C(=C\c2ccc([N+](=O)[O-])cc2)C(=O)NC(CCSC)C(=O)O)cc1 (stereo not drawn)	1	0.9	1463	4.4	2.7	-10.3	-4.9	-1.2	-0.311	8.5	-7.9
OCCN(Cc1ccccc1)Cc1ccccc1Cl	1	-0.3	1578	-3.6	-1.5	2.6	-10.9	4.4	-0.695	6.2	4.4
O=C(c1ccc(CNS(=O)(=O)c2cccc(C(F)(F)F)c2)cc1)N1CCOCC1	1	-0.4	1581	5.8	7.7	-5.0	-9.2	2.6	nt	6.3	-10.8
O=C(CCS(=O)(=O)c1cc(Br)cc2c1N(C(=O)C1CC1)CC2)NCC1CCCO1 (stereo not drawn)	1	2.5	1640	0.9	-8.6	-4.4	8.3	-1.7	nt	5.3	-12.9

Four entries drawn at random from those above:
SMILES	bIAP activator	Redox H2O2 prof	SRC2 TRFRET art	PPARg SRC-1 ag	PPARg SRC-3 ag	L major viab	S1P3 antagonist	bIAP inh	ROMK primary	PPARg SRC2 recr	TLR4-MyD88 BLA
CC1CCC(NC(=O)C2c3ccccc3C(=O)N2Cc2cccs2)CC1 (stereo not drawn)	1.2	0.0	1561	4.0	4.0	-5.5	-14.8	-18.4	nt	2.1	-0.7
CCC(C)(C)n1nnnc1C(C(C)C)N(Cc1cccnc1)Cc1ccco1 (stereo not drawn)	1.1	-0.6	1610	3.3	3.9	45.0	-4.0	-7.8	-1.19	-2.9	6.4
COC(=O)c1cc2c(s1)-c1ccccc1CC2	0.8	-7.2	1622	-4.5	1.3	-5.8	nt	19.7	nt	1.5	2.9
O=C(NCc1ccco1)C1c2ccccc2Oc2ccccc21	1	0.0	1482	3.5	12.3	2.8	-14.0	-2.3	nt	8.0	9.3

Compound activity: PubChem, several laboratories
